Screening data (PubChem)
L929 necroptosis: blocks zVAD induced death of L929 cells. L929 zVAD necroptosis rescue, ATP luminescence, 24 h; with zVAD 60 µM. viability rescue, % at 10 µM. 220,000 compounds, 0.38% hits. AID 1377;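 active = activation, scaled between plate controls, above about 75%, limit read from the data; inactive = activation under that limit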;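 also: 0% = zVAD with DMSO and 100% = DMSO alone without zVAD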
Runt-CBFb FRET: inhibitors of human RUNX1 Runt domain binding to CBFb | inhibition, % at 20 µM | Q01196+Q13951 | 220,000 compounds, 0.46% hits | Cerulean-Runt/Venus-CBFb FRET ratio 530/480, 1 h | AID 1496;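 active = inhibition over about 50% at 20 µM in the single-dose screen, limit read from the data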;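 also: 0% = DMSO wells and 100% = excess unlabeled CBFb competitor control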
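Reagent – Venus-CBFb binding partner, 100 nM · Assay system – Cerulean-tagged RUNX1 Runt domain (FRET donor) fusion protein · Input – 100 nM per protein · Incubation – two 1 h room-temperature incubations shielded from light · Measured by – FRET fluorescence · Medium – Tris buffer pH 7.5 with salts and BSA · Benchmarks – unlabeled CBFb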
Hck-Nef inh: inhibitors of human Hck kinase activated by Nef | P08631 | Recombinant Hck-YEEI plus Nef, Z-Lyte FRET kinase assay | inhibition, % at 20 µM | 220,000 compounds, 0.68% hits;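 active = Hck-Nef kinase inhibition above about 50%, limit read from the data; inactive = inhibition below that limit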;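 also: 0% = DMSO with Hck plus Nef and 100% = Hck alone without Nef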
Tb hexokinase: blocks Trypanosoma brucei hexokinase 1 activity; recombinant TbHK1, G6PDH-coupled NADH A340; inhibition, % at 10 µM; 220,000 compounds, 0.11% hits; AID 1430;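 active = inhibition of 50% or more in the single-dose primary screen; inactive = inhibition below 50%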
Runt-SMMHC FRET: inhibitors of human RUNX1 Runt domain binding to CBFb-SMMHC. AID 1434. Q01196+Q13951. Cerulean-Runt/Venus-CBFb-SMMHC FRET ratio 530/480, 1 h. 220,000 compounds, 0.74% hits. inhibition, % at 20 µM;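 active = mean inhibition across duplicate retests at 20 µM reaching about 50%, limit read from the data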;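 also: 0% = DMSO wells and 100% = wells with excess untagged CBFb-SMMHC; inhibitors lower the FRET ratio by blocking Runt binding to CBFb-SMMHC; some results filed as inactive read as strong as hits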
An asterisk follows results filed as active. A portion of the library (hit frequency here may not be typical).

What do the screens show for `Cn1ncnc2c(=O)n(C)c(=O)nc1-2`?
Runt-CBFb FRET: -3; Runt-SMMHC FRET: -15

What do the screens show for `CC(=Nc1ccc2c(c1)CCC2)c1c(O)n(C)c(=O)n(C)c1=O`?
Runt-CBFb FRET: 0; Runt-SMMHC FRET: -2

What do the screens show for `CCn1ncc(/C=C2/CC3C4CC=C5CC(O)CCC5(C)C4CCC3(C)C2=O)c1C` (stereo not given)?
L929 necroptosis: -0.3; Hck-Nef inh: 12; Tb hexokinase: 4

Results for O=c1[nH]c(O)c(C=NC2CCN(Cc3ccccc3)CC2)c(=O)[nH]1 ?
L929 necroptosis: 1.2; Hck-Nef inh: 6; Tb hexokinase: 8

What do the screens show for `Cc1cccc(-n2c(CN3C(=O)c4ccccc4C3=O)nc3ccccc3c2=O)n1`?
L929 necroptosis: -0.1; Hck-Nef inh: 1; Tb hexokinase: 2

Results for Cc1c(/C=C2/CC3C4CC=C5CC(O)CCC5(C)C4CCC3(C)C2=O)cnn1C (stereo not given) ?
L929 necroptosis: -0.2; Hck-Nef inh: 12; Tb hexokinase: 47

What do the screens show for `COCCn1c(-c2ccccc2)cc(C(=O)O)c1C`?
L929 necroptosis: -0.6; Hck-Nef inh: 5; Tb hexokinase: 1

A stretch of the results above:
Results for Cc1c(/C=C2/CC3C4CC=C5CC(O)CCC5(C)C4CCC3(C)C2=O)cnn1C (stereo not given) ?
L929 necroptosis: -0.2; Hck-Nef inh: 12; Tb hexokinase: 47

What do the screens show for `COCCn1c(-c2ccccc2)cc(C(=O)O)c1C`?
L929 necroptosis: -0.6; Hck-Nef inh: 5; Tb hexokinase: 1

Sorted by heavy-atom count (largest number first): 3 of the compounds above
Results for O=c1[nH]c(O)c(C=NC2CCN(Cc3ccccc3)CC2)c(=O)[nH]1 ?
L929 necroptosis: 1.2; Hck-Nef inh: 6; Tb hexokinase: 8

What do the screens show for `CC(=Nc1ccc2c(c1)CCC2)c1c(O)n(C)c(=O)n(C)c1=O`?
Runt-CBFb FRET: 0; Runt-SMMHC FRET: -2

What do the screens show for `COCCn1c(-c2ccccc2)cc(C(=O)O)c1C`?
L929 necroptosis: -0.6; Hck-Nef inh: 5; Tb hexokinase: 1
